ARNT TACC3 PPI: disruptors of ARNT/TACC3 protein interaction, primary screen, biochemical, AlphaScreen, single concentration | AlphaScreen His-ARNT PAS-B/GST-TACC3 binding, luminescence; TACC3 fragment carries E629A point mutation | inhibition, % at 9.99 µM | 390,000 tested, 0.66% active;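 active means mean inhibition of replicates at least 50% and at least half of replicates each reaching 50%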;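 further: 0% = complete ARNT plus TACC3 wells and 100% = ARNT alone without TACC3; many hits fall short of the cut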
An asterisk follows results filed as active. Not all compounds are listed, so the mix of outcomes need not match the whole.

ARNT TACC3 PPI,SMILES
-9,CCCCOc1ccc(C2(C)CC(=O)NC2=O)cc1 (stereo unspecified)
9,O=C(O)COc1ccc(Br)cc1/C=N\Nc1ccccn1
7,C=CCOc1c(CNc2ccc(S(N)(=O)=O)cc2)cccc1OC
8,CCc1cc(=O)oc2cc(OCC(=O)N3CCCc4ccccc43)ccc12
-9,Cc1ccc(S(=O)(=O)CCSc2nc(C)cc(C(F)(F)F)c2C#N)cc1
-1,Cc1cc(C(=O)CN2C(=O)NC3(CCCCC3)C2=O)c(C)n1Cc1ccc2c(c1)OCO2
-3,COc1ccc(NC(=O)C(=O)NCCN2CCN(C(=O)c3cccs3)CC2)cc1
10,CC1(OC(=O)C2CCCC2)C(=O)C=C2C=C(c3ccsc3)N(Cc3ccco3)C=C2C1=O (stereo unspecified)
-26,Cc1coc2c1c(C)cc1oc(=O)c(Cc3ccccc3)c(C)c12
-2,CCC(=O)N1CCCn2c1nc1ccccc12
-3,CC(C)n1nc(C(=O)Nc2nc3ccc(S(C)(=O)=O)cc3s2)c2ccccc2c1=O
4,O=C(NCCc1ccc(F)cc1)c1cccs1
22,Cc1cc(C)c2c(N)c(C(=O)N3CCN(c4ncccn4)CC3)sc2n1
-7,COC(=O)c1cn(C(=O)c2ccc(Br)o2)c2ccccc12
7,Cc1cc(C(=O)N2CCc3ccccc32)c2cc(F)ccc2n1
-5,O=C(CN1CCCCCC1)Nc1cccc(Br)c1
-18,O=C(Nc1ccc(S(=O)(=O)N2CCOCC2)cc1)c1ccccc1
20,CCc1ccc(/C(C)=N/NC(=O)CNC(=O)/C=C/c2ccco2)cc1
-9,CCCOc1ccc(/C(O)=C2\C(=O)C(=O)N(CCCOC)C23C(=O)N(C)c2ccccc23)cc1 (stereo unspecified)
4,Cc1cc(C(=O)CSc2nnc(Nc3ccccc3)s2)c(C)n1CC1CCCO1 (stereo unspecified)
-7,Cc1ccc(NC(=O)C2CCN(S(=O)(=O)c3ccc(F)cc3)CC2)cc1
-10,C=CCON1C(=O)c2ccccc2C1=O
-2,C#CC[N+](CC)(CC)CC#Cc1cccc(Cl)c1
-3,CCOC(=O)c1sc(NC(=O)c2ccc(C)s2)cc1C
-2,Cc1cc(Cl)ccc1OCC(=O)NCCCN1CCOCC1
-3,Fc1ccc(C2CC(c3ccccc3)n3ncnc3N2)cc1 (stereo unspecified)
-1,CSc1nnc(COc2ccc(C)cc2)n1N
3,Cn1c(-c2sc3cc(C(F)(F)F)cnc3c2-c2ccccc2)n[nH]c1=S
-11,C=CCN1C(=O)c2ccccc2Sc2ccc(C(=O)N3CCN(C)CC3)cc21
2,O=C1CC(C(=O)Nc2ncccn2)C(c2ccccc2)O1 (stereo unspecified)
-4,CCCn1c(SCc2nc3sc(C)c(C)c3c(=O)[nH]2)nc2ccccc2c1=O
-6,O=C(O)c1ccc2c(c1)C(=O)N(Cc1ccc3c(c1)OCO3)C2=O
-2,CCCCC(=O)Nc1ccc(Br)cc1C(=O)O
-4,Cc1oc(/N=C/c2ccccc2O)c(C#N)c1C
3,CCOC(=O)c1c(C)[nH]c2cc(Br)c(OC)cc12
0,COC(=O)/C(=C\Nc1ccc(OC)cc1)NC(=O)c1ccc(Cl)cc1Cl
-3,Cc1nnc(NC(=O)c2ccccc2Br)s1
5,COc1ccc(S(=O)(=O)NCc2ccccn2)c(Cl)c1Cl
-6,CCCc1n[nH]c2c1C(=O)CC(C)(C)C2
-10,Cc1ccccc1NC(=O)Cn1nc(C(F)(F)F)cc1C1CC1

Given with each value named: entries from further up
> CCc1ccc(/C(C)=N/NC(=O)CNC(=O)/C=C/c2ccco2)cc1
  ARNT TACC3 PPI: 20
> CCCOc1ccc(/C(O)=C2\C(=O)C(=O)N(CCCOC)C23C(=O)N(C)c2ccccc23)cc1 (stereo unspecified)
  ARNT TACC3 PPI: -9
> Cc1cc(C(=O)CSc2nnc(Nc3ccccc3)s2)c(C)n1CC1CCCO1 (stereo unspecified)
  ARNT TACC3 PPI: 4
> Cc1ccc(NC(=O)C2CCN(S(=O)(=O)c3ccc(F)cc3)CC2)cc1
  ARNT TACC3 PPI: -7

(listing goes on)
ARNT TACC3 PPI,SMILES
9,CCOc1cc2c(C#N)c(N3CCNCC3)nc(N)c2c(N)n1
2,CCOc1ccc(Br)cc1/C(C)=N\NC1=NCCN1
-2,O=C(Nc1c(F)c(F)c(F)c(F)c1F)NC1CCCCC1
0,COc1ccc(OC)c(NC(=O)Cn2cc(C(=O)c3ccco3)c3ccccc32)c1
28,Cc1nc(NC(=O)CSc2nnnn2C)sc1C
-3,CC(=O)NC1CC2CCCC(C1)N2CC(=O)Nc1ccccc1 (stereo unspecified)
-4,COc1ccc(NC(=O)C2c3cc(OC)c(OC)cc3C(=O)N(C)C2c2cccnc2)cc1OC (stereo unspecified)
-4,N=c1c(-c2nc3ccccc3[nH]2)cc(C(=O)c2cccs2)nn1-c1ccccc1

In the list so far, 3 have a cyano group:
ARNT TACC3 PPI,SMILES
-9,Cc1ccc(S(=O)(=O)CCSc2nc(C)cc(C(F)(F)F)c2C#N)cc1
-4,Cc1oc(/N=C/c2ccccc2O)c(C#N)c1C
9,CCOc1cc2c(C#N)c(N3CCNCC3)nc(N)c2c(N)n1

More compounds follow.
ARNT TACC3 PPI,SMILES
-3,CCN(CC)S(=O)(=O)c1cccc(C(=O)N[C@H](C(=O)NCc2ccc(Cl)cc2)C(C)C)c1
-3,Cc1ccc(CNc2ncccc2-c2nc3cc(Cl)ccc3o2)cc1
0,COC(=O)c1nn(-c2ccccc2)c(Sc2ccccc2)c1/C=N/O
1,COc1ccc(-c2nnn(CC(=O)N(Cc3ccc(F)cc3)C(C(=O)NC3CCCC3)c3ccc(F)cc3)n2)cc1 (stereo unspecified)
-3,O=C(Cc1cccs1)Nc1ccc(S(=O)(=O)N2CCCCC2)cc1
-3,O=C(Cn1ccc2ccccc2c1=O)NCC1COc2ccccc2O1 (stereo unspecified)
-4,O=C(Oc1cccc2c(OC(=O)N3CCCC3)cccc12)N1CCCC1
-7,COC(=O)C1=C(N)Oc2cc(C)n(Cc3ccco3)c(=O)c2C1c1cccc(Cl)c1 (stereo unspecified)
1,Cc1[nH]nc2c1C(c1ccc(Cl)cc1)C(C#N)=C(N)O2 (stereo unspecified)
-13,CC(C)(C)OC(=O)N1CCC(c2c(C(=O)O)cnn2-c2ccc(Cl)cc2)CC1
6,O=C(NCCCN1CCN(c2cccc(Cl)c2)CC1)c1ccc(N2CCCC2=O)cc1
16,O=C(NCC(c1cccs1)N1CCOCC1)c1cc2ccccc2o1 (stereo unspecified)
2,CSc1ccccc1NC(=O)CN1CCN(Cc2ccccc2)CC1
-6,O=C(NCCO)C(c1ccccc1)c1ccccc1
2,CC(NC(=O)CCc1ccc(S(=O)(=O)NC2CCCCC2)cc1)c1ccccc1 (stereo unspecified)
-25,CCOC(=O)c1c(N)sc(C(O)(C(F)(F)F)C(F)(F)F)c1-c1ccc(Cl)cc1
-5,COc1ccc(-c2csc(Nc3cccnc3)n2)cc1
-7,Cc1ccc(-n2c(C)cc(C(=O)CSc3n[nH]c(N)n3)c2C)cc1
7,O=C1CC(Nc2ccc(N3CCOCC3)cc2)C(=O)N1C1CCCCC1 (stereo unspecified)
-1,O=C(COC(=O)c1cnccn1)Nc1ccc2c(c1)OCO2
5,Cc1cc(C)cc(N=c2c([N+](=O)[O-])nn(-c3cccc(Cl)c3)n2O)c1
-7,CNC(=O)COC(=O)c1[nH]c(C)c(C(C)=O)c1C
19,O=C(CCC(=O)OCc1cccc(C(=O)Oc2ccccc2)c1)Nc1cccc2ccccc12
-6,O=C(CSc1nc2ccccc2o1)NCCOc1ccccc1
-3,CCN(CC)S(=O)(=O)c1ccc2oc(SCc3ccc(F)cc3)nc2c1
29,O=C(/C=C\Nc1ccc2c(c1)OCO2)c1ccccn1
0,CCOC(=O)c1ccccc1NC(=O)c1nc2nccc(C)n2n1
-6,CC1(C)Cc2c(c(N3CCCCC3)[nH]c(=S)c2C#N)CS1
0,CCn1c(-c2ccc(F)cc2)n[nH]c1=S
-13,CCCOc1ccc2c3c(c(=O)oc2c1OCCC)CCC3
22,Cc1ccc(C(=O)OCC(=O)Nc2cc(F)ccc2F)cc1NC(=O)c1ccco1
3,CCOC(=O)C1(C)NC(c2ccc(OC)c(OC)c2)C2C(=O)N(CC)C(=O)C21 (stereo unspecified)

Some of the entries so far, comma-delimited:
structure,ARNT TACC3 PPI
O=C(/C=C\Nc1ccc2c(c1)OCO2)c1ccccn1,29
CCCCC(=O)Nc1ccc(Br)cc1C(=O)O,-2
Cn1c(-c2sc3cc(C(F)(F)F)cnc3c2-c2ccccc2)n[nH]c1=S,3
CCc1ccc(/C(C)=N/NC(=O)CNC(=O)/C=C/c2ccco2)cc1,20

Further compounds follow.
ARNT TACC3 PPI,SMILES
-1,OCCN1CCN(C2Cc3cc(Cl)ccc3Sc3ccc(Cl)cc32)CC1 (stereo unspecified) (tested in a mixture with another compound)
2,CCCn1c(NCc2cc(OC)ccc2OC)nc2ccccc21
-3,COc1ccc(-n2c(C)cc(C(=O)Cn3c(NCCO)nc4ccccc43)c2C)cc1
-2,CCC(C)OC(=O)C1=C(C)NC(=O)CC1c1ccccc1OC (stereo unspecified)
-5,CCCCOCCCNC(=O)N[C@@H](CCSC)C(=O)OC
-3,CCN(c1ccccc1)S(=O)(=O)c1ccc2c(c1)C(C)(C)C(=O)N2C
-2,COc1ccc(CNc2nc3ccccc3n2Cc2ccccc2)cc1OC
-16,CCCC(C)C(=O)Nc1ccc2c(c1)OCCO2 (stereo unspecified)
-4,CC1Cc2cc(/C(O)=C3\C(=O)C(=O)N(Cc4cccnc4)C3c3ccccc3F)ccc2O1 (stereo unspecified)
1,CS(=O)(=O)N1CCC(Oc2cccc(C(=O)NCCCC3CCCC3)c2)CC1
2,O=C1CSC(c2cn(-c3ccccc3)nc2-c2ccc3c(c2)OCCO3)N1CCN1CCOCC1 (stereo unspecified)
4,CN1CCc2c(sc3c2c(=O)n(-c2ccccc2)c2nnc(SCc4ccc(Cl)cc4)n32)C1
0,COc1cc2cc(CN(CCO)S(=O)(=O)c3ccccc3)c(=O)[nH]c2cc1OC
3,CCCOc1cccc(C(=O)Nc2cccc(NC(=O)c3ccco3)c2)c1
6,c1ccc(-c2nnc3sc(CN4CCc5ccccc54)cn23)cc1
1,CCOC(=O)CCSc1nnc(-c2cccnc2)n1-c1ccccc1OC

An excerpt from above in order of their number in ARNT TACC3 PPI, lowest first.
Molecule	ARNT TACC3 PPI
CC1(C)Cc2c(c(N3CCCCC3)[nH]c(=S)c2C#N)CS1	-6
COc1cc2cc(CN(CCO)S(=O)(=O)c3ccccc3)c(=O)[nH]c2cc1OC	0
CN1CCc2c(sc3c2c(=O)n(-c2ccccc2)c2nnc(SCc4ccc(Cl)cc4)n32)C1	4
Cc1cc(C(=O)N2CCc3ccccc32)c2cc(F)ccc2n1	7

(listing goes on)
ARNT TACC3 PPI,SMILES
1,CCc1ccc(C(C)NC(=O)c2ccc(F)cc2)cc1 (stereo unspecified)
-3,O=C(O)CCCCCNC(=O)Nc1ccc2c(c1)OCCO2
1,COc1ccc(-c2cc(C(=O)N3CCN(C(c4ccccc4)c4ccccc4)CC3)no2)cc1OC
-5,S=C(NCCC(c1ccccc1)c1ccccc1)Nc1cccc(Cl)c1
16,Cc1ccc2[nH]c3c(c2c1)CCc1cn[nH]c1-3
-9,O=C(NC1CCN(C(=O)N2c3ccccc3Sc3ccccc32)CC1)c1ccccc1Cl
-2,CC1C=CCC2C(=O)N(c3cccc(C(=O)N4CCN(c5ccc(F)cc5)CC4)c3)C(=O)C12 (stereo unspecified)
-1,Cc1nc(NC(=O)CSc2nc3cccnc3n2C2CCCCC2)sc1C
5,CC1=NC(=O)C(N=Nc2ccccc2)N1c1ccccc1 (stereo unspecified)
21,CCOC(=O)N1CCN(C(=O)c2cccc(OC)c2OC)CC1
4,O=C(CSC1=NCCS1)Nc1ccccc1F
-2,CC(=O)NCCn1ccc2ccccc21
-11,CCC(=O)N1CCN(c2ccc(NC(=O)c3cccs3)cc2)CC1
27,COc1ccc(/C=C2/SC(=S)N(n3c(C)ccc3C)C2=O)cc1
-1,CCOC(=O)c1ccc(NC2OC(=O)c3ccccc32)cc1 (stereo unspecified)
8,O=C(c1ccc(O)cc1)c1ccc(Cl)cc1
0,O=S(=O)(NCc1ccccn1)c1ccc2c(c1)OCCO2
-1,O=c1[nH]cc(COCc2ccccc2)c(=O)[nH]1
2,O=C(O)C1C2C=CC(C2)C1C(=O)N1CCN(C/C=C/c2ccccc2)CC1 (stereo unspecified)
-72,Cc1cc(NC(=O)CSc2nc3ccccc3n2CC(=O)N2CCC(C)CC2)no1
-3,Cn1c(SCc2ccc(C(=O)Nc3nccs3)cc2)nnc1-c1ccccc1
-2,COc1ccccc1NC(=O)C1=C(C)Nc2nc(-c3ccc(N(C)C)cc3)nn2C1c1ccncc1 (stereo unspecified)
0,COc1ccc(NC(=O)C2CCN(Cc3cnn(-c4ccccc4)c3-n3cccc3)CC2)cc1OC
-4,CC(NC(=O)C1CCN(c2nnc(-n3cccc3)s2)CC1)C12CC3CC(CC(C3)C1)C2 (stereo unspecified)
4,Cn1c(SCC(=O)N2CCCc3ccccc32)nnc1-c1c[nH]c2ccccc12
-7,COc1ccc2occ(C(=O)c3cccs3)c2c1
-17,COC(=O)c1ccc(NC(=O)COc2ccc(S(=O)(=O)N3CCCCC3)cc2)cc1
7,CN=C1SC(CC(=O)Nc2ccc(N3CCOCC3)cc2)C(=O)N1C (stereo unspecified)
1,Cc1ccc(-n2ncc3c(=O)n(CC(=O)N4CCN(c5ccccc5F)CC4)cnc32)cc1C
-8,CCOc1ccc(NC(=O)C(=O)NCC2CCCN2CC)cc1 (stereo unspecified)
-8,Cn1c(=O)c2c(nc(NCCNC(=O)c3ccco3)n2Cc2ccc(Cl)cc2Cl)n(C)c1=O
-4,CC(C)COC(=O)c1cc(=O)[nH]c2ccccc12
-22,C=C(Cl)COc1ccc2c(CCCC)cc(=O)oc2c1
3,COc1ccc2c(c1OC)c(=O)n1c3ccc(OC(C)C(=O)NCCCN4CCOCC4)cc3c3ccnc2c31 (stereo unspecified)
14,COC(=O)CNC(c1ccccc1Cl)c1cc(Br)ccc1NC(=O)CCN1CCOCC1 (stereo unspecified)
-3,Nc1nc2sc3c(c2cc1C(=O)N1CCOCC1)CCCC3

Screening results from PubChem BioAssay.
